High-throughput results (PubChem)
Xi reactivation: activators of inactive X chromosome reactivation, primary screen, imaging, XiGFP fibroblasts, GFP high-content imaging, set 2; XiGFP mouse fibroblasts, % GFP-positive cells imaging, 3 d; cells co-treated with 5-aza-dC sensitizer; scaled so ellipticine positive control = 100%; activation, % at 7.58 µM; actives 0.055% (n = 360,000); AID 743238, 2013;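 active = mean normalized replicate activation at least 10% and every replicate at or above 10%; inconclusive = only one of the two criteria met; inactive = mean below 10% and not all replicates reach 10%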;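 note: 0% = median of on-plate neutral control wells and 100% = ellipticine 6 µM median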
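System: 68-5-11 XiGFP fibroblast line | Buffer or medium: DMEM containing 5-aza-dC | Compound: Single point | Times: Compounds 3 days, fix/stain 15 min at room temperature | Benchmarks: Positive control ellipticine, 6 µM final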
SIRT5 block: SIRT5 desuccinylase inhibitors, primary screen, biochemical, fluorescence imaging, single point, set 5; NAD-dependent protein deacylase sirtuin-5, mitochondrial (Homo sapiens), Q9NXA8; Purified SirT5, succinyl-peptide AMC, trypsin-coupled fluorescence; inhibition, % at 15 µM; actives 1.1% (n = 330,000); AID 652115, 2013; in the data active = inhibition above about 15%; inconclusive = no clear call, values can overlap the other calls
Target sequence (Q9NXA8 whole entry, looked up): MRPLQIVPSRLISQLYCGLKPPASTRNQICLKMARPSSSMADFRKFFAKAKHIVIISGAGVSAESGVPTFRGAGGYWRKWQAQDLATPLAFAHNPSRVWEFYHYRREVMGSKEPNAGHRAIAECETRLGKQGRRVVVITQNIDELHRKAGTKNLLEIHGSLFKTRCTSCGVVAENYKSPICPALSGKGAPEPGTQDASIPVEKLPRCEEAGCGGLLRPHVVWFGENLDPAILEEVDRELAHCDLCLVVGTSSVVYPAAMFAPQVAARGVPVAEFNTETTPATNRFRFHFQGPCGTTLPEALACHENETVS
S100A4 inh HTS: inhibitors of S100A4-myosin IIA peptide binding, primary screen, biochemical, fluorescence polarization, TAMRA-MyoIIA peptide; inhibition, % at 10.7 µM; actives 0.14% (n = 360,000); AID 652163, 2013;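 active = mean inhibition of at least 70% across replicates, with every replicate also reaching that level; inconclusive = mean inhibition reaches 70% but some replicates fall short; inactive = mean inhibition below 70%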
Target sequence (P26447 whole entry, looked up): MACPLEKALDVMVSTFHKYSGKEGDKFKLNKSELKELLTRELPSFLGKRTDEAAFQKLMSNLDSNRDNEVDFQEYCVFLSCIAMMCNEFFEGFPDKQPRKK
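incubation = readout 5 min after mixing, signal stable up to 60 min | system = S100A4 monomer protein | buffer or medium = HEPES pH 7.2 with CaCl2, KCl, NaCl, DTT, Triton | benchmarks = neutral control DMSO, positive control TFP | also added = fluorescent myosin IIA peptide, 5 nM | compound dosing = one concentration per compound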
ERAP1 inh: human ERAP1 aminopeptidase inhibitors, primary screen, biochemical, single point, plate reader | actives 0.15% (n = 340,000) | inhibition, % at 10.7 µM | recombinant ERAP1, Leu-AMC fluorescence, 60 min;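 active = mean replicate inhibition of at least 30%, or all replicates individually reaching that 30% level; inactive = mean below 30% and not every replicate reaching it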;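 note: 0% = neutral control wells and 100% = L-leucinethiol positive control wells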
Statin myotox sup: suppressors of statin myotoxicity in C2C12 myotubes, primary screen, cell-based, single point, plate reader. actives 0.78% (n = 330,000). AID 602340, 2012. C2C12 myotubes + simvastatin, ATP luminescence, 48 h; scaled: DMSO 0, geranylgeraniol control 100. rescue of ATP level, % at 7.49 µM;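 active = mean ATP rescue above about 67%, or every replicate alone reaching that limit, limit read from the data, passing the limit was not always enough; inconclusive = no clear call, values can overlap the other calls; inactive = mean under the limit and some replicate under it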;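 note: myotubes were challenged with 10 µM simvastatin during compound exposure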
PGC1a acetyl inh: inhibitors of PGC1a acetylation signal, primary screen, cell-based, U2OS, AlphaScreen, inhibitor mode; AlphaScreen anti-acetyl-lysine; with virally co-expressed GCN5 acetyltransferase; AID 651687, 2012; inhibition, % at 15.6 µM; actives 0.17% (n = 350,000);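 active = every replicate shows inhibition of at least 40%; inconclusive = mean inhibition at least 40% but some replicate below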;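 note: 0% = neutral control wells and 100% = positive control wells; some results beyond the cut were filed as inactive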
LGR2 antag: inhibitors of bursicon-induced LGR2 CRE-luciferase signal, primary screen, cell-based, HEK293, CRE-luciferase reporter, bursicon stimulation; Drosophila bursicon receptor LGR2 (rickets); bursicon-stimulated, 4 h; inhibition, % at 9.99 µM; actives 0.35% (n = 380,000); AID 720647, 2013;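 active = drop in luminescence signal, shown as inhibition above about 50% in the replicate tests, limit read from the data, passing the limit was not always enough; inconclusive = probably only some replicates passing the limit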;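 note: agonist challenge used bursicon conditioned medium at about half maximal strength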
Cneo AK release: Cryptococcus neoformans cell lysis inducers, primary screen, AK release luminescence, single concentration | C. neoformans lysis, adenylate kinase release luminescence, 4 h; normalised: neutral wells 0, clomiphene wells 100 | lysis activity, % at 15 µM | actives 0.2% (n = 360,000);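 active = mean lysis activity across replicates of at least 80%, whatever share of replicates individually reach that level; inactive = mean lysis activity below 80%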
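Test system: log-phase Cryptococcus neoformans yeast cells; Quantity: yeast cell density of 5 × 10^6 cells/mL; Buffer or medium: YPD; Doses: single compound concentration per well; Timing: 4 h at 37 °C static, read 1 h later; Measured by: AK luminescence; Read-out basis: lysis from increased AK signal; Control set: Clomiphene as positive control.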
* marks the source's active call; other numbers are inactive results; ? = inconclusive; · = no result given; & = joins results of further samples. An excerpt. The share of hits here may be higher or lower than overall.

SMILES	Xi reactivation	SIRT5 block	S100A4 inh HTS	ERAP1 inh	Statin myotox sup	PGC1a acetyl inh	LGR2 antag	Cneo AK release
Cc1sc2ncnc(N3CCN(S(=O)(=O)c4ccc(Br)cc4)CC3)c2c1C	0.0	-2	-1	-1	1	·	3	-4
O=C1O[C@@H](c2ccccc2)[C@@H](c2ccccc2)N2[C@@H](c3ccccc3OCCO)[C@]3(C(=O)Nc4ccccc43)[C@@H](C(=O)O)[C@H]12	·	3	8	5	·	·	·	-3
CCN(CC)CCN1C(=O)Cn2c(C)c(C)c3cccc1c32	0.3	-4&3	3&-1	14&11	-3	4	-6&0	2
COc1ccc(-c2cc3ccccc3n2CC(O)CN2CCOCC2)cc1 (stereo not drawn)	·	·	·	·	22	-2	-13	0
Cc1nn(-c2ccccc2)nc1CNC(=O)C1CC1	0.0	3	2	8	·	·	-19	·
NS(=O)(=O)c1ccc(NC(=O)CSc2n[nH]c(=O)n2C2CC2)cc1	0.9	-1	5	1	22	·	-11	2
COc1cc(/C=C2/C(=N)N3C=CSC3=NC2=O)ccc1OCCCOc1ccccc1C	·	-6	1	1	-22	-9	-24	-4
CC(C)NC(=O)C(=O)NCCCN1CCOCC1	0.0	-7	-8	-2	11	18	-1	·
COc1ccc2c3c([nH]c2c1)[C@H](CO)N(S(=O)(=O)c1cn(C)cn1)CC31CCN(Cc2ccccc2F)CC1	0.2	6	13	-2	·	3	3	·
O=C(NCc1ccc(F)cc1)c1cc(S(=O)(=O)N2CCCCC2)ccc1N1CCOCC1	0.2	2	-2	1	-3	5	2	0
Cc1ccc(S(=O)(=O)NC(=O)C2(C)CCN2C(=O)Cc2ccc(-c3ccccc3)cc2)nc1 (stereo not drawn)	0.2	0	0	0	-14	·	12	0
Cc1ccc(S(=O)(=O)Nc2ccc3c(c2)C(=O)N([C@@H](C)CO)C[C@H](C)[C@@H](CN(C)C(=O)NC2CCCCC2)OCCCC[C@@H](C)O3)cc1	0.0	10	10	-2	·	2	-9	0
CCOC(=O)c1ccc(S(=O)(=O)N2CCN(C(=O)c3cc(=O)c4ccccc4o3)CC2)cc1	0.1	6	-2	4	-6	4	-10	-1
O=C(O)CCCC(=O)OCCc1cc2ccccc2c(=O)o1	0.2	0	2	-2	0	0	7	0
CC(C)Cc1ccccc1S(N)(=O)=O	0.0	·	-2	0	11	-3	6	-2
CCOC(=O)c1ccc(N2C(=O)CC(N3CC(C)OC(C)C3)C2=O)cc1 (stereo not drawn)	·	·	·	·	-5	9	-8	-1
CN(C)C(=O)c1ccc(-c2ccc([C@@H]3[C@@H](CO)N4C(=O)CN(C(=O)C5CC5)C[C@@H]34)cc2)cc1	0.2	1	42	1	·	4	-4	·
CCOC(=O)Cc1csc(NC(=O)c2ccco2)n1	·	·	·	·	31	-15	-27	4
CC1=C(C(=O)N(C(C)C)C(C)C)CC(CC(=O)NCc2cccc3ccccc23)C(=O)N1CCCN1CCCC1=O (stereo not drawn)	-0.1	-9	-7	-2	2	1	-8	2
O=C(NC1CCCCC1)N[C@H]1CC[C@H](CCNS(=O)(=O)c2ccc(Cl)cc2)O[C@H]1CO	0.2	-2	-2	0	1	16	-9	2
O=C(c1ccccc1)N1N=C(c2ccccc2)CC1c1ccccc1O (stereo not drawn)	0.0	0	-1	1	·	4	28	·
CC(C)NS(=O)(=O)c1ccc(OCC(=O)NC2CCCCCC2)cc1	-0.2	-1	-3	-3	1	·	-11	0
C[C@@H]1CN([C@H](C)CO)S(=O)(=O)c2ccc(Br)cc2O[C@H]1CN(C)Cc1cccc(C(=O)O)c1	0.0	1	7	4	-5	11	-4	3
COc1ccc(N(CC(=O)O)S(=O)(=O)c2ccccc2[N+](=O)[O-])c(OC)c1	0.1	-2	-4	-5	·	3	-11	·
Clc1ccc(CNC2CCCC2)cc1	·	·	·	·	8	11	-39	1

Four compounds from above, reduced to LGR2 antag, S100A4 inh HTS and Statin myotox sup.
SMILES | LGR2 antag | S100A4 inh HTS | Statin myotox sup
CCOC(=O)Cc1csc(NC(=O)c2ccco2)n1 | -27 | · | 31
CC1=C(C(=O)N(C(C)C)C(C)C)CC(CC(=O)NCc2cccc3ccccc23)C(=O)N1CCCN1CCCC1=O (stereo not drawn) | -8 | -7 | 2
O=C(NC1CCCCC1)N[C@H]1CC[C@H](CCNS(=O)(=O)c2ccc(Cl)cc2)O[C@H]1CO | -9 | -2 | 1
O=C(c1ccccc1)N1N=C(c2ccccc2)CC1c1ccccc1O (stereo not drawn) | 28 | -1 | ·

Carrying on.
SMILES	Xi reactivation	SIRT5 block	S100A4 inh HTS	ERAP1 inh	Statin myotox sup	PGC1a acetyl inh	LGR2 antag	Cneo AK release
CCn1c(SCC(=O)Nc2nnc(C)s2)nnc1C(C)NC(=O)c1ccccc1F (stereo not drawn)	0.0	1	-1	-2	-6	2	16	-1
COC(=O)Cn1c(=O)c(=O)n(CC(=O)OC)c2ccccc21	0.0	-5	-3	-3	-3	·	-7	0
Cc1ccc(S(=O)(=O)NC(=O)Nc2cc(C)on2)cc1	0.1	-1	-1	4	3	0	0	1
CCCNC(=O)N1[C@H](CO)[C@@H](c2ccccc2)[C@@H]1CNC(C)=O	0.3	3	12	2	3	-3	13	-2
CCC(=O)N(C)C[C@@H]1Oc2cc(-c3ccccc3F)ccc2S(=O)(=O)N([C@@H](C)CO)C[C@H]1C	-1.5	-1	-1	-2	-43	-18	0	-1
c1ccc2cc(C3OCC4(CCCC4)CO3)ccc2c1	0.0	-4	1	-4	-9	-1	-101	-2
Cc1c(C(=O)Nc2ccccc2[N+](=O)[O-])csc1-c1ccccc1	-0.1	·	·	·	·	11	-25	-3
COc1ccccc1-c1ccc2c(c1)O[C@H](CN(C)C)[C@H](C)CN([C@H](C)CO)S2(=O)=O	0.5	-7	1	-3	-5	-2	-10	-2
CC(C)CC#Cc1ccc([C@@H]2[C@@H](CO)N3CCCCN(C(=O)Nc4ccccc4)C[C@@H]23)cc1	0.0	·	·	·	·	-2	2	6
CCn1c(SC(C)C(=O)NC2CCCC2)nc2cc(S(N)(=O)=O)ccc21 (stereo not drawn)	0.0	0	-4	7	24	14	-9	1
CC(OC(=O)CCc1nc2ccccc2c(=O)[nH]1)C(=O)Nc1ncc(Cl)cc1Cl (stereo not drawn)	0.0	-1	-7	12	·	11	-20	4
Cc1ccc(S(=O)(=O)N2CCN(C(=O)CSc3nc4ccccc4o3)C2)cc1	·	·	·	·	9	-10	18	13
O=C(/C=C/c1ccccc1)Nc1cccc(S(=O)(=O)Nc2ccccc2F)c1	0.0	25*	18	0	3	7	7	1
O=C(C1CC1)N1CCCCN2[C@H](CO)[C@H](c3ccc(C#CC4CC4)cc3)[C@H]2C1	·	0	13	-4	·	-8	·	-3
C[C@@H]1CN([C@H](C)CO)C(=O)c2cc(C#CC3CC3)cnc2O[C@H]1CN(C)S(C)(=O)=O	-0.2&-0.8	-9&-12&1	?	0&1&2	-4&-7&-16	-16&19&-3	0	3&1&11
COc1ccc(C(NC(=O)c2c(F)c(F)c(F)c(F)c2F)c2ccccc2)cc1 (stereo not drawn)	-0.1	-5	14	-1	-2	85*	67*	-2
COc1ccc(C(=O)NCC(=O)N=Nc2c(O)n(C)c3ccccc23)cc1OC	-0.1	3	14	1	1	-4	-6	4
CCOc1ccc(-n2c(Cc3cc(=O)[nH]c(=O)[nH]3)nnc2SCC(=O)OC)cc1	0.8	·	-7	·	-8	·	2	3
Cc1noc(C)c1S(=O)(=O)N(C)C[C@H]1Oc2ccc(NC(=O)Cc3cn(C)c4ccccc34)cc2CC(=O)N([C@H](C)CO)C[C@@H]1C	-0.8	5	-5	0	54	1	-12	2
C[C@@H]1CN([C@H](C)CO)S(=O)(=O)c2ccc(C#CC3CC3)cc2O[C@H]1CN(C)CC1CCOCC1	0.2	-1	32	2	-49	-16	2	85*
Cn1c(SCC(=O)NCCN2C(=O)CSC2=O)nnc1-c1ccccc1	0.0	10	-9	-8	·	·	14	·
C[C@@H]1CCCCO[C@H](CN(C)CC2CCCCC2)[C@@H](C)CN([C@H](C)CO)C(=O)c2cc(NS(=O)(=O)c3cn(C)cn3)ccc2O1	-0.8	2	0	-4	35	·	-4	47
O=C(NCCCN1CCOCC1)C(=O)N/N=C/c1c(Cl)cccc1Cl	0.0	0	2	3	·	·	7	·
CCC(NC(=O)c1ccccc1NC(=O)c1ccc(OC)cc1)C(=O)N1CCCC1 (stereo not drawn)	0.0	0	-14	1	·	·	-36	·
Cc1cc(C)n(C(=O)C(C)n2nc([N+](=O)[O-])c(Br)c2C)n1 (stereo not drawn)	0.1	-1	-10	1	·	·	-2	·
Additional records.
SMILES	Xi reactivation	SIRT5 block	S100A4 inh HTS	ERAP1 inh	Statin myotox sup	PGC1a acetyl inh	LGR2 antag	Cneo AK release
C[C@@H]1CN([C@@H](C)CO)S(=O)(=O)c2ccc(C#C[C@@H](C)O)cc2O[C@H]1CN(C)C(=O)c1ccncc1	-0.2	·	·	·	-3	-1	-11	1
CC1(Oc2cccc(F)c2)CCN(Cc2ccc3ccccc3c2)C1 (stereo not drawn)	0.3	·	1	-2	-34	0	3	1
CCCC(=O)OC[C@H]1CN(C2CCCC2)S(=O)(=O)c2c(F)cccc2O1	0.2	6	-8	-5	·	·	-5	·
COc1cccc(-c2nc(CS(=O)(=O)CC(=O)NCCc3ccc(OC)cc3OC)c(C)o2)c1	0.0	-5	2	2	5	-5	9	-1
CCOC(=O)c1cnc2cc(-c3ccc(C)cc3)nn2c1C	0.0	0	6	4	-1	·	-37	-1
CC[C@H](C)[C@H]1CNC(=S)N1CC1CCN(CCC(C)C)CC1	-0.1	-1	-5	0	12	-5	-8	6
CC(Oc1ccc2c3c(c(=O)oc2c1)CCCC3)C(=O)NCC1CCC(C(=O)O)CC1 (stereo not drawn)	0.0	-12	-1	-19	-7	9	-10	4
Cc1cc(NC(=O)c2sc3ccccc3c2O)no1	-0.1	-15	-1	-54	-1	·	-57	2
CCc1nc2ccc(C(=O)Nc3cc(-c4ccccc4)ccc3OC)cn2c1N(CC)Cc1cccc(Br)c1	-0.1	-2	3	11	-15	·	-12	1
COc1c(C(O)CC(C)C)ccc2c1C(=O)OCc1cc(C)cc(O)c1O2 (stereo not drawn)	·	·	-6	14	1	8	·	4
COc1ccccc1C/C(N)=N/OC(=O)c1ccc2c(c1)OCO2	0.1	1	1	0	·	·	-70	·
C[C@H]1CN([C@@H](C)CO)C(=O)c2cc(NS(=O)(=O)c3cn(C)cn3)ccc2O[C@H]1CN(C)S(=O)(=O)c1cccs1	-0.1	-1	9	5	-6	3	10	0
